# High-throughput results as filed in PubChem.
# Pf Dd2 inh: blocks in vitro growth of P. falciparum Dd2; AID 1347417; P. falciparum Dd2 growth, SYBR Green, 72 h; 120,000 tested, 4.3% active; Potency, µM (titrated, usually from 28.9 µM), for inactives: at the highest dose activity, negative = inhibition, hits mostly inhibitors; active means well fitted inhibition curve with a large enough effect; inconclusive means small, poorly fitted or top-dose-only effect; inactive means no such curve, though single readings can be large or run the other way;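 further: plate controls were DMSO vehicle for no effect and reference drug for full effect; nearly all actives have a fitted effect of over 65% in size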
#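 Infected erythrocytes (Dd2, 0.3% parasitemia, 2.5% hematocrit final) are added to compound in RPMI-1640/Albumax II medium, grown 72 h at 37C in low oxygen, then lysed with saponin/Triton-X containing SYBR Green and read by fluorescence.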
# Active calls of the source: *; i = inactive; ? = inconclusive; [ ] = dose if it differs, or a comment. Potency means the concentration at half of the fitted maximal effect.
Molecule | Pf Dd2 inh
CCCCN1C(=O)CC[C@H]2CN(C(=O)C3CCC(OC)CC3)CC[C@H]21 (stereo partly drawn) | -16%
CCOC(=O)c1c(C)[nH]c(C)c1S(=O)(=O)N1CCCC(C(=O)N2CCN(c3ccc(Cl)cc3)CC2)C1 (stereo not drawn) | ?
COc1ccc(S(=O)(=O)N(CC(=O)Nc2ccc(Br)cc2)Cc2ccccc2)cc1 | 81%[activator]
COCC1CN(C2CCC2)CC12CCN(C(=O)Cc1ccccc1F)CC2 (stereo not drawn) | 5.6µM*
COc1cc(OC)cc(OCC2CN(Cc3cccc(C(F)(F)F)c3)C(=O)c3c(ccnc3-c3ccc(OCC(=O)O)cc3)O2)c1 (stereo not drawn) | -8%
COc1ccc(CNC(=O)c2cc3cccc4c3n2CC(C)S4)cc1 (stereo not drawn) | 66%[activator]
CC(C)CC(=O)N1CCC(C(=O)N2CCCCCCNC(=O)CC2)CC1 | 3%
Cc1nc2c(c(-c3ccc(O)cc3)n1)CN(Cc1cccnc1)CCC2 | -1%
Cc1ccc(NC(=O)Cn2c(-c3cnccn3)nc(C)c(CCO)c2=O)cc1C | -22%
CCN1C(=O)CN(C(=O)C2CCC2)CC12CCOCC2 | -12%
Cc1ccc(C(=O)NCC(=O)N2CCCCCCNC(=O)CC2c2ccccc2)cn1 (stereo not drawn) | 7%
Cc1ccc(Cl)cc1NC(=O)C1CCCN(c2cnccn2)C1 (stereo not drawn) | 63%[activator]
COCCn1c(C)nnc1-c1cc(-c2cccc(OC)c2)ccn1 | i
CC(C)CN1CC2(C1)C(=O)N(CCCN1CCCC1=O)C(=O)[C@@H]1C[C@@H](O)CN12 | 27%[44.1 µM]
O=c1[nH]nc2n1CCN(C1CCOCC1)CC2 | -3%
O=[S+]([O-])(c1cccc(C(F)(F)F)c1)N1CCC2(CC(c3cccnc3)=NO2)C1 (stereo not drawn) | ?
Cn1c(=O)c2c(ncn2CC(=O)N2CCCC(Cc3nc(C4CCOCC4)no3)C2)n(C)c1=O (stereo not drawn) | ?
COc1cccc(CNC(=O)CCn2c(=O)c3cccn3c3cccnc32)c1 | -22%
Cn1c(CCNC(=O)c2ccccc2C2CCNC2)nc2ccccc21 (stereo not drawn) | -6%
O=C([C@H]1C[C@H](Oc2ccccc2)CN1C(=O)c1ccoc1)N1CCOCC1 | -23%
COc1ccc(-c2nc(CN3CCS(=O)(=O)CC3)c(C)o2)c(OC)c1C | -8%
CC(C)c1ccc(C(=O)N2CCc3[nH]nc(C(=O)NCCCc4ccccc4)c3C2)cc1 | -9%
Cc1cc(Br)ccc1NC(=O)Cn1cnc2sc(C)c(S(=O)(=O)N3CCN(C)CC3)c2c1=O | ?
Cc1ccc(-c2onc(C)c2C)cc1S(=O)(=O)N1CCCCC1 | 41%[activator]
CNC(=O)N1CCC(C2CCN(C(=O)C3CCCCCC3)C2)CC1 (stereo not drawn) | ?

# A second format for some results above.
Structure: CC(C)c1ccc(C(=O)N2CCc3[nH]nc(C(=O)NCCCc4ccccc4)c3C2)cc1
  Pf Dd2 inh: -9%
Structure: Cc1cc(Br)ccc1NC(=O)Cn1cnc2sc(C)c(S(=O)(=O)N3CCN(C)CC3)c2c1=O
  Pf Dd2 inh: ?

# Returning to the listing; the 2 compounds before the break are reprinted first.
Molecule | Pf Dd2 inh
Cc1ccc(-c2onc(C)c2C)cc1S(=O)(=O)N1CCCCC1 | 41%[activator]
CNC(=O)N1CCC(C2CCN(C(=O)C3CCCCCC3)C2)CC1 (stereo not drawn) | ?
COCC(=O)N1CCCC(c2nc(C3CCOCC3)no2)C1 (stereo not drawn) | -3%
CCCCCNC(=O)CC(c1cccc(OC)c1OC)c1c[nH]c2ccccc12 (stereo not drawn) | ?
COc1ccc2c(c1)C1(CCN(C(=O)C(C)C)C1)C(=O)N2C (stereo not drawn) | -9%
CN1[C@@H](CCC(=O)N2CCN(c3ccccc3)CC2)CNC(=O)[C@@H]2[C@H]1CCN2CC(C)(C)C | -5%
O=C(Cc1cccc(Cl)c1)N1CCCN(c2nc3ncccc3o2)CC1 | 24%
O=C(NC(C(=O)N1CCCC1)C1CCN(C(=O)c2cccc(F)c2)CC1)c1ccccc1 (stereo not drawn) | ?
O=C(NCCc1ccccc1)N1CCC(N2C(=O)C3(CCCCC3)C2c2ccncc2)CC1 (stereo not drawn) | ?
O=C(NCC1CC1)c1nc2c(o1)CCN(Cc1ccc3[nH]ccc3c1)CC2 | -7%[44.1 µM]
O=C1[C@H]2CN(Cc3ccccc3F)C[C@H]2C(=O)N1Cc1ccc2c(c1)OCO2 | -2%
COc1ccc(-c2cc3nc(C)c(CCC(=O)NC(C)c4ccccc4)c(C)n3n2)c(OC)c1 (stereo not drawn) | ?
Cc1cn2nnc(C(=O)N3CCC(C(=O)Nc4ccc(C(C)C)cc4)CC3)c2c(=O)[nH]1 | ?
c1ccc([C@@H]2CNC[C@H]2COc2cccnc2)nc1 | -8%
O=C(Nc1cccs1)N1CCNc2cnc(Nc3cccc(C(F)(F)F)c3)nc2C1 | i
COc1ccc(-c2nc3c(c(SC)n2)Cc2c(CO)cnc(C)c2O3)cc1 | -9%
O=c1[nH]c(C2CCCN(Cc3ccc(-c4cc(F)cc(F)c4)cc3)C2)nc2ccc(F)cc12 (stereo not drawn) | ?
CCOC(=O)c1c(C)oc2nc(C)nc(NCc3ccc(Cl)cc3)c12 | i[5.79 µM]
CCNc1ncnc2c1CN(C1CCCNC1)C(=O)CN2C (stereo not drawn) | 2%
COCCNc1ncc(-c2ccccc2)c2c1OCC2 | -11%[44.1 µM]
COc1cccc(C(=O)NCC(c2ccc(N(C)C)cc2)N2CCCC2)c1OC (stereo not drawn) | ?
O=C(Nc1ccc2nn(-c3ccc(Cl)cc3)nc2c1)c1cc2ccccc2o1 | 56%[activator]
O=[S+]([O-])(Nc1ccccc1)c1ccc2c(c1)OCCN(Cc1cscn1)C2 | i
COC(=O)c1cc(S(=O)(=O)NCC2CCN(Cc3ccc(C)cc3)CC2)cn1C | i
COc1ccc(CCNc2ncnc3c2c(-c2ccccc2)cn3-c2cccc(Cl)c2)cc1OC | 8.9µM*
CCNC(=O)[C@@H]1C[C@H](NC(=O)Cc2cccc(F)c2F)CN1C1CCCC1 | -7%
C[S+](=O)([O-])CCn1ncc2cc(OCC3CCN(Cc4ccccc4)CC3)ccc21 | i
O=C1c2ccccc2CN1C1CCN(Cc2cccc3ccccc23)CC1 | -30%
CC(C)C(=O)N1CCN(c2nc3c(s2)CC(C(=O)NCc2ccco2)CC3)CC1 (stereo not drawn) | 13µM*
COC(=O)C1=C(C)N=C2SC=C(CC(=O)N3CCCC3)N2C1c1ccc(C)cc1C (stereo not drawn) | i
CCOC(=O)c1[nH]c(C)c(CCC(=O)Nc2c(C)cc(C)cc2C)c1C | ?
CCOc1ccccc1C(=O)NC1CCN(c2cc(-c3ccc(Cl)cc3)[nH]n2)CC1 | -20%
CC[C@H]1CN(C(=O)c2ccc(F)cc2)CC[C@H]1CC(=O)N1CCC(C(=O)OC)CC1 | -18%[44.1 µM]
Cc1noc2c(NC3CCCCC3)cc(-c3ccsc3)nc12 | i
COc1ccc(CNC(=O)c2ccc3c(c2)N=C(C)c2c(C)ccc(C)c2S3)cc1 | ?
CCc1nc(-c2ccc(OC3CCN(C(=O)Cc4c[nH]c5ccccc45)C3)cc2)no1 (stereo not drawn) | 2%[5.79 µM]
O=C(Cc1ccccc1)Nc1c(C(=O)N2CCN(c3ccc(F)cc3)CC2)oc2ccccc12 | ?
O=C(Cn1nc2n(c1=O)CCCC2)NCc1ccccc1Br | 55%[activator]
O=C(Cc1ccccc1)NCCc1csc2nc(-c3ccc(Cl)cc3)nn12 | 15%
CN(C)c1ccc(C(=O)NCc2ccc3c(c2)CCN3C(=O)c2ccc(Cl)cc2)cc1 | -10%
CC(=O)N1CCC2(CC1)OC(=O)C(C)=C2C(=O)Nc1cc(C)ccc1C | 44%[activator]
FC(F)(F)c1ccc2c(c1)nc1n2[C@@H](CNCc2c[nH]c3ccccc23)COC1 | ?
CCNC(=O)N1CCC2(CC1)CN(c1ccccc1)C2=O | -8%
Cc1cc(Br)ccc1NC(=O)CCS(=O)(=O)c1cccc2nsnc12 | 4%
c1cnc(-c2nc(C3CCNC3)no2)cn1 (stereo not drawn) | 32%[activator][5.79 µM]
O=C(NCCc1ccc(Cl)cc1)c1ccc2c(c1)N(Cc1ccccc1)C(=O)CS2 | -22%
O=C(NCc1ccco1)C1CCc2nc(N3CCN(C(=O)C4CCC4)CC3)sc2C1 (stereo not drawn) | i
Cc1ccc2c(c1)c(CC(=O)Nc1ccc(C)c(F)c1)c(C(=O)O)n2C | -4%
CN1CC(=O)N2CCN(C(=O)NC34CC5CC(CC(C5)C3)C4)CC2C1=O (stereo not drawn) | -2%
CCC1CN(C(=O)NCc2ccccc2)c2cc(C)ccc2O1 (stereo not drawn) | -2%
Oc1ccccc1CN1CC(CNc2cccnc2)C2(C1)CN(c1ccccc1)C2 (stereo not drawn) | ?
COCCN1CCC2(C1)CN(C)c1ccc(C(=O)Nc3ccc(F)cc3)cc12 (stereo not drawn) | 55%[activator][44.1 µM]

# Part of the list above in order of count of non-hydrogen atoms, ascending:
Molecule | Pf Dd2 inh
CCNC(=O)N1CCC2(CC1)CN(c1ccccc1)C2=O | -8%
Cc1ccc2c(c1)c(CC(=O)Nc1ccc(C)c(F)c1)c(C(=O)O)n2C | -4%
O=C(NCCc1ccc(Cl)cc1)c1ccc2c(c1)N(Cc1ccccc1)C(=O)CS2 | -22%

# (continued)
Molecule | Pf Dd2 inh
Cc1ccc(C)c(CN2CCn3nnc(-c4nc(-c5ccsc5)no4)c3C2=O)c1 | i
Cc1cccc(C(=O)N2CC[C@@](C)(O)[C@@H](Cc3ccccc3)C2)c1C | -14%
CN1Cc2ccc(Nc3ccccc3)nc2C(C)(C(=O)NCCc2cnc[nH]2)C1 (stereo not drawn) | -18%[44.1 µM]
O=C(CC1=C2CCCCC2N(Cc2ccc(F)cc2)C1=O)NC1CC1 (stereo not drawn) | -22%
COc1ccccc1-c1nc(N2CCOCC2)cc2c1CN(c1ccccc1)C2=O | ?
COC(=O)c1ccccc1NC(=O)Cn1c(=O)n(CCC(=O)NCc2ccc3c(c2)OCO3)c(=O)c2ccccc21 | 18%
O=C(Nc1nnc(S(=O)(=O)N2CCCCC2)s1)c1ccc(F)cc1 | 2%
COc1ccc(C)cc1NC(=O)c1cnc(-c2ccc(F)cc2)nc1-c1ccncc1 | ?
COc1cccc(N2CCN(C(=O)C3CCCN(S(=O)(=O)c4ccc(Br)s4)C3)CC2)c1 (stereo not drawn) | ?
CCc1cccc(NC(=O)Nc2cn(C)c(=O)c3ccccc23)c1 | 23%
Cc1ccc(CNC(=O)c2ccc3c(c2)CN(Cc2ccc(O)c(F)c2)CCO3)cc1 | i
COc1cccc(C(=O)N2CCCC(n3cc(-c4nc(-c5ccccc5)no4)nn3)C2)c1 (stereo not drawn) | i
Cc1ccc(Cl)cc1NC(=O)c1ccc(NC(=O)N2CCSc3ncccc32)cc1 | -10%
COCCCn1c(SCc2ccccc2F)nc2c(sc3ccccc32)c1=O | ?
COCCCNc1nc2c(S(=O)(=O)c3cc(C)ccc3C)nnn2c2ccccc12 | ?
CC1CCC2(CC1)NC(=O)N(CC(=O)Nc1cc(F)cc(F)c1)C2=O (stereo not drawn) | i
OC[C@@H]1CNC[C@H]1C1CCN(Cc2ccncc2)CC1 | 5%
CCOc1ccc(-c2cc(CCCC(=O)NCCc3cc(OC)c(OC)c(OC)c3)no2)cc1 | ?
CNC(=O)[C@@H]1CN(Cc2cc(C(F)(F)F)ccc2Cl)C[C@H]1CO | ?
COc1cc(-c2[nH]ncc2CN2CCN(c3ccc(Cl)cn3)CC2)cc(OC)c1OC | -2%
CC(CNC(=O)CN1C(=O)COc2ccc(S(=O)(=O)N3CCCCCC3)cc21)c1ccccc1 (stereo not drawn) | 18%
COc1ccccc1C(=O)Oc1c(Sc2ccccc2)c(C)nn1C(C)(C)C | i
CNC(=O)N1CCc2nc(N3CCOCC3)[nH]c(=O)c2CC1 | i[5.79 µM]
O=C(C1CCN(S(=O)(=O)c2ccc(Br)s2)CC1)N1CCN(c2ccccc2)CC1 | 14%
COc1ccc(C(=O)Nc2ccc([C@H]3OCC(=O)N[C@@H]3CO)cc2)cc1OC | 10%[44.1 µM]
COc1cc(CN2CC[C@@H]3CN(S(C)(=O)=O)[C@@H]3C2)ccc1F | ?
COc1ccc(NC(=O)CC2CCCCN(C)C2=O)cc1OC (stereo not drawn) | -16%
O=C1CN(C(=O)c2ccc(S(=O)(=O)N3CCCCC3)cc2)C(c2ccc(F)cc2)c2cc(F)ccc2N1 (stereo not drawn) | ?
O=S(=O)(c1cccs1)N1CCC(OC2CCN(Cc3ccccc3)CC2)CC1 | 3.5µM*
Cc1ccc2nc(CO[C@H]3CN(C4CCOCC4)C[C@H]3F)[nH]c2c1 | i
O=C1CN(C(=O)COc2ccc(Cl)cc2Cl)C(c2ccccc2)c2cc(F)ccc2N1 (stereo not drawn) | -18%
COc1ccc(CNC(=O)N2CCOCC2CC(=O)N2CCCC2)cc1 (stereo not drawn) | -11%
O=C(c1ccc(C(F)(F)F)cc1)N1CCn2c(nnc2-c2ccncc2)C1 | 10%
Cn1cc(C#N)cc1C(=O)N1CCC2(CCC(=O)N(CCc3cnc[nH]3)C2)CC1 | 21%
O=C(c1cscn1)N1CC[C@@H]2[C@@H](CCC(=O)N2CCc2ccccn2)C1 | -19%

# The list is partial; rates above refer to the full screens.
